Screens: PubChem, several laboratories
Cdc42 wt: modulators of GTP binding to wildtype Cdc42, primary screen, biochemical, multiplex bead flow cytometry, Bodipy-GTP; percent activity (GTP binding), % at 10 µM; Cell division control protein 42 homolog (Homo sapiens), P60953; hit rate 0.2% among 190,000; AID 761, 2007; GST-Cdc42 beads; actives lie on both sides;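 active = percent activity GTP binding at least 20 points away from the 100% baseline, either down as inhibitor or up as activator; inconclusive = compound flagged as likely green fluorescent from well-wide comparison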;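 also: median bead fluorescence of bound Bodipy-FL-GTP at 100 nM; 0% = excess unlabeled GTP control and 100% = no compound control; below 100% means less GTP binding so inhibitor and above means activator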
Target sequence (P60953 whole entry, looked up): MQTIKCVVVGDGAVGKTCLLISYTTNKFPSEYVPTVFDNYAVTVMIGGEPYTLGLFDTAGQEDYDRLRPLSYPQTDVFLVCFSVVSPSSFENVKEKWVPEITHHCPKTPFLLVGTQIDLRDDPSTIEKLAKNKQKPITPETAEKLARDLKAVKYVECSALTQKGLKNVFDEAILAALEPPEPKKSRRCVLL
Rac1 wt GTP bind: wildtype Rac1 GTP binding modulators, primary screen, biochemical, GST-Rac1 beads, flow cytometry, multiplex. Ras-related C3 botulinum toxin substrate 1 (Homo sapiens), P63000. fluorescent GTP binding; actives lie on both sides; 0 = cold GTP competed, 100 = untreated. GTP binding activity (% of control), % at 10 µM. hit rate 0.27% among 190,000. AID 757, 2007;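 active = GTP binding activity at least 20 points away from the 100% control level, either lower or higher; inconclusive = compound flagged as likely green fluorescent, judged across all proteins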
Avidin bead fluor: green autofluorescence of compounds with avidin beads – biophysical, 488/530 nm, flow cytometry, artefact control, profiling panel. compound fluorescence 488/530 nm; active compounds read high. fluorescence (KMESF) at 10 µM. hit rate 0.38% among 220,000. AID 1775, 2009; in the data active = fluorescence above about 47; also: inactives centre near 10
Mcl1 Noxa PPI: Mcl-1/Noxa binding inhibitors, primary screen, biochemical, TR-FRET, 1536-well; Induced myeloid leukemia cell differentiation protein Mcl-1 (Homo sapiens), Q07820; TR-FRET Mcl-1/Noxa peptide binding, 2 h; inhibition, % at 21.7 µM; hit rate 1.5% among 220,000; AID 1022, 2008;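 active = compounds that cut the protein-peptide binding signal by more than 50% relative to plate controls in a single-dose test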;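 also: His-tagged Mcl-1 with rhodamine Noxa BH3 peptide and terbium anti-His antibody; 0% = Mcl-1 plus Noxa peptide wells and 100% = peptide-only wells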
Target sequence (Q07820 whole entry, looked up): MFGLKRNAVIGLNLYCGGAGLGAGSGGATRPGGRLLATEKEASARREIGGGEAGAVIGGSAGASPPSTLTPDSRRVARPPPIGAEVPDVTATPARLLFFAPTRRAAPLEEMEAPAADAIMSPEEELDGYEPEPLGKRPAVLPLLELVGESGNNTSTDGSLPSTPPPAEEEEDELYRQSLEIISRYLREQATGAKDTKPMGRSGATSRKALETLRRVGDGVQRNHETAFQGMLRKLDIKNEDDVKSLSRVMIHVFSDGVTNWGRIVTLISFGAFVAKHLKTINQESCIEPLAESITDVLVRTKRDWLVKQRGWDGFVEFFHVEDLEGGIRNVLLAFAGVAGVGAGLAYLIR
HRas wt GTP: modulators of GTP binding to HRas wildtype, primary screen, biochemical, bead-based flow cytometry, multiplex; GTP binding activity, % at 10 µM; AID 759, 2007; GST-Ras wt beads, Bodipy-FL-GTP binding; actives lie on both sides; hit rate 0.14% among 190,000; GTPase HRas (Homo sapiens), P01112;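 active = GTP binding activity at least 20% away from the 100% baseline, either lowered as inhibitor or raised as activator; inconclusive = flagged as likely green fluorescent, judged across all proteins in the well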;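 also: 0% = unlabeled GTP competition control and 100% = no-compound control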
Target sequence (P01112 whole entry, looked up): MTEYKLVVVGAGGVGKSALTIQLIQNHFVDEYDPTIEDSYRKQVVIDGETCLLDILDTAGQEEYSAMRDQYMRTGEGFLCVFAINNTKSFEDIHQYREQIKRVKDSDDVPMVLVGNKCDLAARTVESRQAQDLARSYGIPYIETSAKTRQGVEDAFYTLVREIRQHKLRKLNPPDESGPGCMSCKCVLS
GSH bead fluor: compound fluorescence on glutathione beads, profiling panel, artefact control, biophysical, 488/530 nm, flow cytometry | GSH beads flow cytometry, compound fluorescence 488/530 nm; active compounds read high | fluorescence (KMESF) at 10 µM | hit rate 0.25% among 190,000; in the data active = fluorescence above about 89;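 also: glutathione beads carrying GST-tagged Bcl family fusion proteins plus one bare bead set; values are compound well signal with DMSO vehicle wells as background; inactives centre near 16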
Mcl1-Bid inh: Mcl-1/Bid binding inhibitors, primary screen, biochemical, TR-FRET, 1536-well; TR-FRET Mcl-1/Bid-Dy647 peptide binding; inhibition, % at 21.7 µM; hit rate 0.97% among 220,000;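 active = compounds that cut the binding signal by more than half at the single screening dose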;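 also: His-tagged Mcl-1 with europium anti-His antibody binding Bid BH3 peptide; 0% = Mcl-1 plus peptide wells and 100% = peptide-only wells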
Rab7 wt GTP bind: modulators of GTP binding to Rab7, primary screen, biochemical, wildtype, multiplex bead flow cytometry. Rab7 GTPase wild type (dog), Bodipy-FL-GTP binding. GST-Rab7 beads, fluorescent GTP binding; actives lie on both sides; untreated = 100%, excess cold GTP = 0%. GTP binding activity (percent of control), % at 10 µM. hit rate 0.055% among 190,000. AID 758, 2007;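 active = fluorescent GTP binding to Rab7 beads changed by at least 20 points from the 100% baseline, either direction, mostly lower; inconclusive = compound itself probably fluorescent, or too few beads counted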;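 also: median green fluorescence of bound Bodipy-FL-GTP per Rab7 bead population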
Rab2A wt mod: modulators of GTP binding to Rab2A wildtype, primary screen, biochemical, dog, bead-based flow cytometry, multiplex; Ras-related protein Rab-2A (Canis lupus familiaris), P61105; GTP binding activity, % at 10 µM; GST-Rab2 wt beads, Bodipy-GTP binding; hit rate 0.19% among 190,000;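 active = GTP binding activity at least 20 points away from 100%, either lowered or raised; inconclusive = signal likely due to the compound's own green fluorescence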;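 also: 0% = beads with excess unlabeled GTP and 100% = no-compound control corrected for plate trend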
Pf gamet viab: late stage P. falciparum gametocyte viability inhibitors, primary screen, ATP luminescence, HTS; hit rate 0.065% among 150,000; P. falciparum stage V gametocytes, 24 h; inhibition, % at 10.9 µM;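 active = inhibition above the mean plus 3 SD of compounds within the control limits, set per campaign, cut at about 38% in these data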;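 also: 0% = DMSO wells and 100% = medium only without gametocytes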
Rac1 mut GTP: GTP binding modulators of activated mutant Rac1, primary screen, biochemical, bead-based flow cytometry, multiplex, fluorescent GTP | Ras-related C3 botulinum toxin substrate 1 (Homo sapiens), P63000 | GST-Rac1 activated beads; actives lie on both sides; 100% means binding = to untreated wells | percent activity (GTP binding), % at 10 µM | hit rate 0.11% among 190,000 | AID 764, 2007;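 active = GTP binding at least 20 percentage points away from the 100% baseline, in either direction, so actives lie on both sides; inconclusive = Compound likely fluorescent itself, or too few beads counted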
Active calls of the source: *; i = inactive; ? = inconclusive; . = not tested or not shown.

SMILES	Cdc42 wt	Rac1 wt GTP bind	Avidin bead fluor	Mcl1 Noxa PPI	HRas wt GTP	GSH bead fluor	Mcl1-Bid inh	Rab7 wt GTP bind	Rab2A wt mod	Pf gamet viab	Rac1 mut GTP
CSc1nc(N)nc(SCC(=O)c2ccccc2)c1C#N	102	105	26	-7	102	14	-46	97	100	-4	101
Cc1ccc(NC(=O)CCn2nc(C)cc2C)c(C)c1	99	98	4	-3	99	51	21	102	99	-13	96
COc1ccccc1CN(Cc1cc2cc3c(cc2[nH]c1=O)OCCO3)Cc1nnnn1Cc1ccco1	102	103	18	45	103	16	-9	102	102	-15	100
O=C(CN1C(=O)C2C3c4ccccc4C(c4ccccc43)C2C1=O)Nc1ccccc1C(=O)O (stereo not given)	94	96	4	23	99	9	-20	94	94	-7	93
CCOC(=O)c1cc(=O)n2[nH]c(-c3ccc(C)cc3)cc2n1	94	92	39	28	94	14	-21	97	92	.	91
Cc1ccc2c(c1)nnn2C1CCN(S(=O)(=O)c2ccc(C(=O)NC3CCCC3)cc2)CC1	99	107	4	-3	98	8	-33	96	98	3	102
CCOc1cccc2c1OC(c1cc(OC)c(OC)c(OC)c1)N1N=C(c3ccc(C)o3)CC21 (stereo not given)	102	102	13	24	100	20	-35	101	103	.	100
Cc1ccc(C)c2c3c([nH]c12)-c1nonc1CC3	96	95	9	4	95	54	2	99	95	.	94
C=CCn1c(-c2ccc(=O)n(Cc3ccccc3)c2)n[nH]c1=S	97	95	11	24	95	11	-40	95	96	.	96
O=C(Nc1nc2nc(-c3ccccc3)cc(=O)n2[nH]1)c1ccccc1	99	98	8	-2	97	49	14	94	97	.	96
Cc1csc(NC(=O)c2cccs2)n1	101	105	17	9	97	25	-15	103	99	14	95
CCS(=O)(=O)N1Cc2ccccc2CC1C(=O)Nc1ncc(C)s1 (stereo not given)	97	92	11	24	96	14	-17	89	97	-4	95
Cc1sc(NC(=S)NC(=O)c2ccco2)c(C(N)=O)c1C	96	99	13	15	98	14	-19	101	96	8	98
O=C(O)Cc1csc(-c2ccccc2)n1	92	95	11	23	94	16	-5	94	94	7	90
COCCCNC(=O)Cn1ncc2ccsc2c1=O	99	100	7	-10	98	21	-11	97	99	.	96
CCCCOc1ccc2ccccc2c1C=O	98	97	11	-6	99	12	-9	95	95	.	94
O=C(CN1C(=O)c2ccccc2C1=O)NCC(=O)OCC(=O)c1ccc(Br)cc1	96	96	14	29	99	39	-13	100	97	-4	89
N#C/C(=C\c1ccccc1[N+](=O)[O-])c1nc(C2CC2)cs1	100	106	4	9	102	18	-4	99	96	13	97
CCCn1nc2cc(C(=O)NCc3ccc(C)cc3)ccc2c1OC	106	104	8	-3	104	20	-28	99	104	6	102
O=C(NNS(=O)(=O)c1ccc2ccccc2c1)c1cccnc1	98	102	4	11	100	7	-84	103	97	3	100
C#CCOC(=O)c1csc2nnsc12	100	101	4	12	101	72	3	101	101	.	99
CC1=C(C(N)=O)C(c2ccccc2F)NC(=O)N1 (stereo not given)	103	109	10	-14	102	51	-28	102	102	-18	95
O=S(=O)(Nc1nc2ccccc2nc1Cl)c1ccc(Cl)cc1	94	98	2	20	101	6	-9	96	97	.	100
Cc1ccc(OCCSc2nc(NC(C)C)nc(NC(C)C)n2)cc1	95	104	9	15	99	23	11	102	97	10	97
COc1ccccc1C1/C(=C(/O)c2ccc(OC(C)C)cc2)C(=O)C(=O)N1c1cc(C)on1 (stereo not given)	95	94	6	15	96	54	2	95	94	.	92
O=C(COC(=O)C12CC3CC(CC(O)(C3)C1)C2)Nc1ccccc1OC(F)F	103	104	36	4	103	45	-9	103	100	-1	98
O=C1CCCc2nc(N3CCc4ccccc43)ncc21	?	?	4	-8	?	36	-7	?	?	1	?
CCOC(=O)c1nc(-c2ccc3c(c2)OCO3)[nH]c1C	95	92	23	-9	92	14	0	97	90	.	96
Cc1ccc(CNC(=O)C(Cc2ccccc2)NS(=O)(=O)c2cccs2)cc1 (stereo not given)	103	104	5	5	102	25	-22	98	98	.	101
CCCC(=O)N1CCN(Cc2ccc3c(c2)OCO3)CC1	99	101	12	2	99	21	2	101	101	.	100
O=C(NC1CCCCC1)C(c1ccco1)N(C(=O)C(F)(F)F)C1CC1 (stereo not given)	103	108	3	12	104	16	1	97	99	.	101
COc1ccc(N(CC(=O)Nc2ccc(OC)c(Cl)c2)S(=O)(=O)c2c(C)noc2C)cc1	100	100	9	18	99	16	-21	98	100	-4	98
Cc1cccc(CCNC(=O)C2CCN(S(=O)(=O)c3ccccc3)CC2)c1	93	91	7	-13	92	11	-11	93	94	3	94
Cc1ccc2nc(SCC(=O)N(CC(C)C)c3c(N)n(CC(C)C)c(=O)[nH]c3=O)[nH]c2c1	102	104	8	9	98	13	-2	99	101	-6	98
O=C1CCCC2=C1C(c1cn(-c3ccccc3)nc1-c1cccs1)c1c([nH]c(=O)[nH]c1=O)N2 (stereo not given)	102	100	15	62*	100	25	50	98	101	.	100
CCCN=C1NC(=O)C(CC(=O)NCCc2ccccc2)S1 (stereo not given)	103	105	9	-1	103	11	-13	102	103	5	98
COc1ccc(/C=C(/NC(=O)c2ccc(C)cc2)c2nc3ccccc3[nH]2)cc1OC	99	100	5	-9	100	23	-24	97	97	-2	98
CC1CCCN(C(=O)c2cc(N3C(=O)C4C5CCC(C5)C4C3=O)ccc2Cl)C1 (stereo not given)	95	100	9	-35	100	16	-16	100	99	.	96
Cc1nc2ccc(F)cc2cc1C(=O)NCc1ccco1	106	106	36	0	104	10	-10	102	104	-22	102
COc1cccc(/C=N/NC(=O)CN2C(=O)NC3NC(=O)NC32)c1 (stereo not given)	101	103	15	-16	101	20	-17	99	101	-6	101
CCOc1ccc(CCNC(=O)c2cc3ccccn3n2)cc1OCC	99	96	7	20	97	19	-26	97	97	.	99
CC(=O)NC(Cc1c[nH]c2ccccc12)C(=O)N/N=C/c1ccccc1 (stereo not given)	95	101	6	4	98	22	-28	99	98	-13	93
COC(=O)c1cc(C(=O)N(Cc2ccccc2)c2ccccn2)cc([N+](=O)[O-])c1	100	101	4	7	103	9	-7	100	101	1	99
COc1ccc(OC)c(Nc2nc(-c3cccc([N+](=O)[O-])c3)nc3ccccc23)c1	100	104	10	38	102	7	70*	102	99	20	97
CN1/C(=C\C(=O)COc2ccc3c(c2)OCO3)C(C)(C)c2ccccc21	97	102	14	-9	98	36	-18	100	99	0	97
CCCCc1n[nH]c2c1/C(=N/O)CC(C)(C)C2	97	98	3	-5	98	26	5	100	99	13	97
COC(=O)c1ccc(Cc2ccccc2)o1	104	108	9	-3	102	10	1	107	102	.	99
Cc1cc2n(n1)C(c1sccc1C)Nc1ccccc1-2 (stereo not given)	102	101	10	-1	101	48	-70	102	101	.	97
O=C1C2C3C=CC(O3)C2C(=O)N1CC(O)c1ccccc1 (stereo not given)	101	104	7	37	97	15	-33	99	100	.	100
O=C(N/N=C1\C2CN3CCN(C2)CC1(c1ccccc1)C3)Nc1ccccc1	97	99	10	2	99	14	-26	107	101	.	95
COCc1cc(=O)n2c([nH]c3ccccc32)c1C#N	98	99	8	14	99	12	-51	99	100	.	95
Cc1ccc(Nc2ncc3c(n2)CC(c2ccco2)CC3=O)c(C)c1 (stereo not given)	100	102	32	13	98	25	-5	100	100	17	96
CCC(c1nnnn1Cc1cccs1)N1CCN(c2nc3ccccc3s2)CC1 (stereo not given)	104	101	24	14	99	21	-13	100	100	-3	98
O=C(CN1CCN(C(=O)c2cccc(F)c2)CC1)Nc1ccccc1F	102	103	35	-1	99	26	4	96	98	4	98
COc1ccc2[nH]c(C(=O)O)c(CCC(=O)O)c2c1	97	97	9	-4	99	10	-18	102	101	.	97
Cc1nn(C)c(=O)n1-c1ccccc1	95	97	11	-14	96	18	-29	104	97	5	95
CCc1ccc(C(=O)CN2CCSC2=N)cc1	100	103	4	16	98	10	12	100	97	2	98
CC(C)=CCCC1=CCC(/C(C)=N/NC(N)=O)CC1 (stereo not given)	91	91	21	21	92	11	-27	89	92	.	92
COc1cccc(NC(=O)CSc2ncnc3c2oc2ccccc23)c1	106	104	18	i	103	14	-6	103	102	.	97
CCCCC(CC)CN1C(=O)/C(=C/c2ccncc2)SC1=S (stereo not given)	95	93	13	6	96	41	-16	96	94	9	91

Further entries:
SMILES	Cdc42 wt	Rac1 wt GTP bind	Avidin bead fluor	Mcl1 Noxa PPI	HRas wt GTP	GSH bead fluor	Mcl1-Bid inh	Rab7 wt GTP bind	Rab2A wt mod	Pf gamet viab	Rac1 mut GTP
O=C1c2ccccc2-c2ccc(C(=O)N3CCCCC3)cc21	92	99	11	6	94	15	-16	94	95	-13	94
O=c1[nH]cnc2scc(C3COc4ccccc4O3)c12 (stereo not given)	105	109	36	-4	103	19	5	97	102	3	102
CSc1ccccc1-n1nnnc1SCC(=O)NCc1cccs1	100	104	19	8	99	26	1	100	101	.	100
COc1ccc(CNC(=S)Nc2cc(C)ccc2C)cc1	101	102	5	1	99	36	-24	100	100	.	97
CCOC(=O)C1(CCCc2ccccc2)CCN(C(=O)C2CCCO2)CC1 (stereo not given)	97	96	11	9	97	26	4	101	96	-9	96
O=C(COC(=O)C1CC(=O)N(c2ccccc2)C1)c1ccccc1 (stereo not given)	104	108	7	11	101	26	-2	102	101	.	104
Cc1ccccc1OCC(=O)N/N=C1\CCOc2c(C)cccc21	97	98	1	-24	98	21	-35	97	97	.	97
O=C(Nc1ccc2c(c1)Cc1ccccc1-2)c1ccco1	103	110	31	-2	101	26	-5	95	97	.	99
CC(C)(C)NCc1cccn1-c1sc2c(c1C#N)CCCC2	104	104	8	13	105	17	30	109	105	17	100
